# Platelet DG rel: modulates dense granule release in human platelets; human platelet-rich plasma, SFLLRN dense granule ATP release, luminescence; inhibition, %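 (compounds screened at 7.5 µM in platelet-rich plasma)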; 0.22% of 300,000 active;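 active means mean replicate score, as percent of positive control, at or above 50; inconclusive means mean below 50 but at least one replicate at or above 50; inactive means mean and every replicate below 50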
# HSP90 refold inh: inhibitors of HSP90 luciferase refolding in rabbit reticulocyte lysate. luciferase refolding luminescence, 3 h. inhibition, % at 5.6 µM. 0.91% of 290,000 active. AID 1789;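 active means inhibition above the screen-wide mean plus 3 SD, computed separately per campaign, cut at about 16% in these data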;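 further: 0% = DMSO wells and 100% = 60 µM geldanamycin wells; inhibitors lower the luminescence because luciferase stays unfolded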
# AI-2 QS modul: modulators of Vibrio harveyi AI-2 quorum sensing system | activity change, % at 7.5 µM | Vibrio harveyi JMH597 AI-2 luminescence/OD600 ratio, 9 h; active compounds read low; strain lacks LuxN and CqsS sensors; 0 = neutral-control median | 0.4% of 300,000 active; in the data active means activity change below about -75%, passing the limit was not always enough; inconclusive means no clear call, values can overlap the other calls;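 further: luminescence divided by OD600 gain over 9 h not by final OD600 alone; inactives centre near 13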
# GSK3beta inhib: inhibitors of human GSK3beta kinase | P49841 | GST-GSK3beta kinase, ADP-Glo luminescence, 60 min; active compounds read low | activity score (negative = inhibition), % at 10 µM | 0.038% of 300,000 active | AID 2097;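 active means more than half of replicate wells score below -50%, meaning over 50% inhibition versus plate controls; inconclusive means some replicates but at most half score below -50%; inactive means no replicate scores below -50%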;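 further: 0% = median DMSO wells and -100% = median GW8510 positive control wells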
# Target sequence (P49841 whole entry, looked up): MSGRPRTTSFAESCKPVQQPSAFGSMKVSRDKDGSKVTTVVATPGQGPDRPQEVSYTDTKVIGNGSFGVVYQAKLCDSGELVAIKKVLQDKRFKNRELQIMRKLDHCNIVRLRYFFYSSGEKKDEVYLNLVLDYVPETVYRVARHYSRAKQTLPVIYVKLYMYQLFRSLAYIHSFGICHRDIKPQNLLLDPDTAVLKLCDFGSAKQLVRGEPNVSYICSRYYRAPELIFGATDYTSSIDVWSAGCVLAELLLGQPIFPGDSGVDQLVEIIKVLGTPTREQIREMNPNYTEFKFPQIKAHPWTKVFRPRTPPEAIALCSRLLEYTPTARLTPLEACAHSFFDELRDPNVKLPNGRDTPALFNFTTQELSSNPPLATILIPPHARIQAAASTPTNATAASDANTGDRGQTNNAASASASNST
#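 Test system – GST-tagged human GSK3beta kinase, cell-free · Incubation – 60 min enzyme reaction, room temperature · Signal – ADP-Glo luminescence · Also added – peptide substrate and ATP at 25 µM · Controls – DMSO neutral wells and GW8510 at 20 µM as positive · Buffer or medium – Tris/MgCl2 kinase buffer · Measure – Luminescence-derived activity versus plate DMSO and GW8510 wells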
# HDAC3 inhib: inhibitors of human histone deacetylase 3; O15379; recombinant HDAC3, fluorogenic peptide/trypsin coupled, fluorescence; inhibition, % at 8.3 µM; 0.15% of 320,000 active; AID 2718; in the data active means inhibition above about 26%, passing the limit was not always enough; inconclusive means no clear call, values can overlap the other calls
# GSK3A inh: blocks human GSK-3 alpha kinase; P49840; ADP-Glo luminescence, 60 min; inhibition, % at 10 µM; 0.1% of 320,000 active; AID 2650;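 in the data active means inhibition above about 50%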;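 further: GST-tagged GSK-3 alpha with peptide substrate and 25 µM ATP; 0% = DMSO neutral wells and 100% = GW8510 positive control wells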
# Target sequence (P49840 whole entry, looked up): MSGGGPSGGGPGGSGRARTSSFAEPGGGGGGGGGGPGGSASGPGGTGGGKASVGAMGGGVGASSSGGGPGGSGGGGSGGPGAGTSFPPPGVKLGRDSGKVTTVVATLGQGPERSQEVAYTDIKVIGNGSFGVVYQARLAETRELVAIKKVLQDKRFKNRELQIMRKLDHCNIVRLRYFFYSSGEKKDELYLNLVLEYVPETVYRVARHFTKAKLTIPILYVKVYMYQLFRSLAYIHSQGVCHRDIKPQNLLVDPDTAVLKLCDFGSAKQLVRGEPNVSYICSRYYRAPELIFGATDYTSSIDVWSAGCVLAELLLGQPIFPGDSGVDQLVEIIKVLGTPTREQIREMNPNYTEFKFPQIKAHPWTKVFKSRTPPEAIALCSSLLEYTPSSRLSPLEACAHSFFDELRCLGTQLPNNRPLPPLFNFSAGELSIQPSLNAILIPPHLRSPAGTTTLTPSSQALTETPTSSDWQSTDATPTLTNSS
# PolyA inhibitor: yeast polyadenylation inhibition | S. cerevisiae SKY197-pL101 polyadenylation reporter, beta-gal luminescence; efflux-impaired pdr1/pdr3 knockout yeast; score 100 = 6 SD above DMSO | 0.02% of 300,000 active | calls only at 12 µM | AID 1875;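 active means lowest replicate activity score at least 50, where 100 means six control SD above control mean; inconclusive means lowest score under 50 but half or more replicates reach 50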;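 further: yeast exposed to compound for 9 h at 30 °C; higher score means more reporter readthrough which indicates perturbed polyadenylation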
# HSF1 inh: HSF1 inhibition; NIH3T3-HGL HSE-luciferase, MG132-induced, luminescence 8 h; active compounds read low; activity change, negative = inhibition, % at 7.5 µM (by protocol); 0.77% of 300,000 active;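 active means more than half of replicate wells show activity change below -50%, luminescence cut by over half; inconclusive means some wells, but at most half, below -50%; inactive means no replicate well below -50%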;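 further: luciferase reports HSF-1 transcriptional activity via heat shock element; 0% = median of DMSO wells and -100% = zero luminescence signal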
# HSF-1 act: increases HSF-1 driven luciferase reporter signal; NIH3T3-HGL HSF-1 luciferase reporter, MG132, 8 h; 100% = twice DMSO control signal; 1.7% of 300,000 active; activation, % at 9 µM;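 active means mean replicate activation of at least 50% with a set share of replicates each reaching 50%; inconclusive means only one of those two conditions met; inactive means mean below 50% and too few replicates reaching it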;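 further: 0% = median of the neutral control wells and 100% = twice that signal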
# DYRK1A inh: inhibitors of rat Dyrk1A kinase | Q63470 | ADP-Glo luminescence, NFATc1 peptide | inhibition, % at 12.5 µM | 0.43% of 310,000 active; in the data active means inhibition above about 50%;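 further: plate controls were vehicle with enzyme for no effect and no enzyme for full effect; many of its hits are not listed in these tables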
# Starred values were filed as active, the others as inactive; i = inactive; ? = inconclusive; . = not tested or not shown. A portion of the library, so the mix of outcomes need not match the whole.
SMILES,Platelet DG rel,HSP90 refold inh,AI-2 QS modul,GSK3beta inhib,HDAC3 inhib,GSK3A inh,PolyA inhibitor,HSF1 inh,HSF-1 act,DYRK1A inh
CC1=C(C)CC(C(=O)N2CCN(C/C=C/c3ccccc3)CC2)C(C(=O)O)C1 (centres undefined),-1,-4,11,-5,-4,3,i,-4,-16,6
Cc1ccc2nc(N(CCCN(C)C)C(=O)c3sc4ccccc4c3Cl)sc2c1,-23,-1,-12,-7,3,10,i,4,1,1
Nc1ccc(-n2nnnc2CN2CCOCC2)cc1,-2,-4,14,1,-7,-1,i,-5,-8,-3
O=C(Nc1c(C(=O)N2CCC(N3CCCCC3)CC2)oc2ccccc12)c1c(F)cccc1F,-8,-4,13,-1,-2,5,i,-7,-4,7
Cc1cc2ncn(S(=O)(=O)N(C)C)c2cc1C,2,3,12,0,-2,0,i,2,-2,2
CC/C(O)=C1\C(=O)CC(C)(C)CC1=Nc1ccccc1C,-5,4,-5,2,-7,-1,i,2,16,0
CCN(CC)c1ccc(C2CC(=O)NC3=C2C(=O)CC(C)(C)C3)cc1 (centres undefined),-1,1,15,1,-1,0,i,4,7,-3
COc1ccc(C(=O)N2CCC(c3ccccc3)CC2)c(OC)c1OC,13,-1,11,2,8,10,i,-12,3,-5
COc1ccc(OCC(=O)Nc2ccccc2OC(F)F)cc1,2,-1,14,-1,4,2,i,-3,4,4
COc1ccc2c(c1)OC(O)(C(F)(F)C(F)F)CC2=O (centres undefined),0,-4,-3,-1,5,-8,i,7,12,-3
COc1ccc(NC(=O)c2ccccc2NS(=O)(=O)c2ccc(C)cc2)c([N+](=O)[O-])c1,1,0,3,0,3,-7,i,-9,7,-6
O=c1[nH]c(-c2cccnc2)nc2sc(-c3ccccc3)cc12,0,5,20,-2,-1,0,i,.,.,3
Cn1nccc1C(=O)OCC(=O)Nc1ccccc1Cl,-8,-1,20,1,.,.,i,-3,30,-4
O=C(/C=C/Nc1ccc(F)cc1)c1ccc(Oc2ncccn2)cc1,3,2,12,0,7,-4,i,6,17,5
Cc1cc(C)c(OCCCCN(C)Cc2ccccc2)c(C)c1,2,-6,12,1,3,-4,i,-4,4,6
CCOc1ccc(NC(=S)N(CC)Cc2ccccc2)cc1,2,0,4,-1,6,-4,i,-11,-9,.
COC(=O)CS(=O)(=O)c1cccc2cccnc12,4,-1,20,3,0,-1,i,1,29,5
CN(C)S(=O)(=O)c1cccc(C(=O)Nc2ccccc2)c1,-1,-1,12,-2,0,-4,i,-5,17,-2
CN(C)C(=O)c1ccc(NC(=O)COc2ccc([N+](=O)[O-])cc2)cc1,-4,-2,-6,1,0,-2,i,22,50,-3
CC(=O)c1ccc(Nc2nc3ccc(C)cc3n3cnnc23)cc1,-4,1,3,-2,1,-3,i,-4,24,-1
C=CCNc1nc(Cl)nc(Nc2ccc([N+](=O)[O-])cc2)n1,-8,-3,0,-3,-4,-1,i,-18,-33,0
COc1ccc(/C=C/C(=O)N2CCCc3ccccc32)c(OC)c1,3,2,10,0,0,1,i,4,2,13
Cc1onc(-c2c(F)cccc2Cl)c1C(=O)NC(=S)NC1CCSC1=O (centres undefined),-3,-3,8,2,0,1,i,10,-10,-3
COC(=O)c1ccc(C(=O)OC)c(NC(=O)CN2CCC(C)CC2)c1,12,-2,15,0,-7,0,i,-2,6,2
COc1cccc(CNC(=O)C2CCN(C(=O)N3CC(C)Oc4ccccc43)CC2)c1 (centres undefined),-12,2,-8,-2,-8,-5,i,3,-12,1
SMILES,Platelet DG rel,HSP90 refold inh,AI-2 QS modul,GSK3beta inhib,HDAC3 inhib,GSK3A inh,PolyA inhibitor,HSF1 inh,HSF-1 act,DYRK1A inh
COC(=O)CCSc1cc([N+](=O)[O-])cc2c1c(C1OCCO1)nn2-c1ccccc1,0,-6,2,2,3,-3,i,-10,-5,1
COc1cccc(/C=N/Nc2nn3cnnc3c3ccccc23)c1O,-10,0,22,3,1,-3,i,6,25,4
COc1cccc(SCC2CSc3nc4ccccc4c(=O)n32)c1 (centres undefined),16,0,4,3,1,3,i,5,6,3
CN(C)c1ccc(C(=O)NCc2ccc3c(c2)CCO3)cc1,11,-2,-32,2,-3,-2,i,-3,-4,.
O=C(CN(C1CCCCC1)S(=O)(=O)c1ccc(Cl)cc1)NCCCO,-1,7,22,-2,-6,5,i,4,36,-7
COc1cc2c(cc1OC)CC(=O)N(C)CC2,-12,-3,-5,-7,14,5,i,-5,-4,0
CN1CCN(C(=O)C2=C[C@@H](c3ccccc3)C[C@@H](OCCCCO)O2)CC1,16,14,2,0,14,0,i,-2,-4,8
Cc1ccc(CCNC(=O)C2CCCN(C(=O)N(C)C)C2)cc1 (centres undefined),-10,-1,17,0,1,-1,i,7,9,1
CCN(CC)CCn1c2c(c(SCC(=O)Nc3ccccc3Cl)nc1=O)CCCC2,0,.,25,-1,?,-2,i,5,-24,-4
CCCCN(C(=O)c1cccs1)C1CCS(=O)(=O)C1 (centres undefined),.,.,12,-3,?,-3,i,-5,-1,-4
Cc1ccc(OCCSc2nc3ncnc(N)c3[nH]2)cc1,-2,5,-3,1,2,-1,i,0,3,-2
CCN1CCN(c2ccc(S(=O)(=O)N3CCCCC3)cc2NC(=O)c2cccc(C)c2[N+](=O)[O-])CC1,-26,.,4,0,-1,1,i,3,18,7
COc1ccc(NS(=O)(=O)c2cc3c(cc2C)NC(=O)CO3)c(OC)c1,17,-6,-2,-1,-7,1,i,-4,-19,-2
Cc1ccc(NC(=O)N2CCC(NC(=O)c3ccco3)CC2)cc1,0,1,.,.,-2,10,i,-10,14,-2
CC1CCCCC1NCc1cccc([N+](=O)[O-])c1 (centres undefined),-4,0,19,2,4,5,i,5,37,-2
Cc1nc2nc(C)c(CCC(=O)Nc3ccc4c(c3)OCO4)c(C)n2n1,-3,-3,25,2,-3,-3,i,0,0,-2
COc1ccc(OC)c(C2C(C#N)=C(N)Oc3cc(N)ccc32)c1 (centres undefined),3,-3,10,-2,8,-3,i,-9,-4,5
COc1ccc(S(=O)(=O)NCc2ccc(F)cc2)cc1OC,-3,-4,20,1,-1,-3,i,-1,1,-3
O=C1C(=O)N(Cc2ccco2)C(c2cccc(Cl)c2)/C1=C(\O)c1ccc2c(c1)OCCO2 (centres undefined),-19,2,13,-1,8,-4,i,-1,8,2
Cc1noc(C)c1CSc1nnc(-c2cc(Cl)ccc2Cl)n1N,0,-1,26,-1,0,0,i,8,14,2
CN(C)CCNC(=O)Cc1ccc([N+](=O)[O-])cc1,-9,0,15,4,-7,-2,i,0,12,-2
Cc1cccc(C2c3[nH]c4ccccc4c3CCN2C(=O)Cc2n[nH]c(C)n2)n1 (centres undefined),0,-2,18,-4,-2,-2,i,-3,-5,-2
COc1ccc(C(=O)n2nc(C)cc2Nc2ccccc2)cc1,-1,0,21,-1,?,-2,i,16,52*,0
CN(C1=NS(=O)(=O)c2ccccc21)c1ccc(OC(=O)c2ccncc2)cc1,0,-3,18,5,-4,-1,i,11,19,.
Cc1cc(Nc2ccc(F)cc2Cl)n2ncnc2n1,0,2,12,-1,-6,1,i,0,-2,4
SMILES,Platelet DG rel,HSP90 refold inh,AI-2 QS modul,GSK3beta inhib,HDAC3 inhib,GSK3A inh,PolyA inhibitor,HSF1 inh,HSF-1 act,DYRK1A inh
CN(C)S(=O)(=O)c1ccc(N2CCCC2)c(C(=O)NCC2CCCCC2)c1,-1,-2,17,3,-4,0,i,-3,5,-9
S=C(Nc1ccc2c(c1)OCO2)N1CCCC1,2,-1,23,2,-17,-2,.,14,29,4
CNC(=S)N(CCCn1ccnc1)Cc1c(F)cccc1Cl,1,5,20,2,-1,-1,i,-5,-17,0
S=C1N(c2ccccc2)C(c2ccc(Br)cc2)N2CCCN12 (centres undefined),2,4,5,2,-8,4,i,4,24,4
COc1cccc(NC(=O)NC2CCN(Cc3nnnn3Cc3ccc(F)cc3)CC2)c1,-4,1,13,4,2,-2,i,10,37,0
COC(=O)[C@@]1(Cc2ccc(F)cc2)[C@H]2c3cc(C(=O)N4CCCC4)n(CCc4c[nH]c5ccc(OC)cc45)c3C[C@H]2CN1C(=O)c1ccccc1,11,-1,0,-6,-9,-3,i,10,20,.
CCOc1ccc(S(=O)(=O)NCCCn2ccnc2)cc1NC(C)=O,-1,2,13,1,0,1,i,1,1,-1
CCOc1cc(/C=N/N=C(N)N)ccc1OCc1ccc(Cl)cc1,-1,0,43,-25,3,2,i,18,50,1
Cc1nnc(SCC(=O)NC2CC2)n1CCc1ccccc1,-6,0,14,-2,-1,-1,i,-9,-19,0
CC(C)COC(=O)Cn1cnc2ccc(Br)cc2c1=O,-1,1,30,1,5,0,i,23,34,-7

# Compounds above that have fluorine (10):
SMILES,Platelet DG rel,HSP90 refold inh,AI-2 QS modul,GSK3beta inhib,HDAC3 inhib,GSK3A inh,PolyA inhibitor,HSF1 inh,HSF-1 act,DYRK1A inh
O=C(Nc1c(C(=O)N2CCC(N3CCCCC3)CC2)oc2ccccc12)c1c(F)cccc1F,-8,-4,13,-1,-2,5,i,-7,-4,7
COc1ccc(OCC(=O)Nc2ccccc2OC(F)F)cc1,2,-1,14,-1,4,2,i,-3,4,4
COc1ccc2c(c1)OC(O)(C(F)(F)C(F)F)CC2=O (centres undefined),0,-4,-3,-1,5,-8,i,7,12,-3
O=C(/C=C/Nc1ccc(F)cc1)c1ccc(Oc2ncccn2)cc1,3,2,12,0,7,-4,i,6,17,5
Cc1onc(-c2c(F)cccc2Cl)c1C(=O)NC(=S)NC1CCSC1=O (centres undefined),-3,-3,8,2,0,1,i,10,-10,-3
COc1ccc(S(=O)(=O)NCc2ccc(F)cc2)cc1OC,-3,-4,20,1,-1,-3,i,-1,1,-3
Cc1cc(Nc2ccc(F)cc2Cl)n2ncnc2n1,0,2,12,-1,-6,1,i,0,-2,4
CNC(=S)N(CCCn1ccnc1)Cc1c(F)cccc1Cl,1,5,20,2,-1,-1,i,-5,-17,0
COc1cccc(NC(=O)NC2CCN(Cc3nnnn3Cc3ccc(F)cc3)CC2)c1,-4,1,13,4,2,-2,i,10,37,0
COC(=O)[C@@]1(Cc2ccc(F)cc2)[C@H]2c3cc(C(=O)N4CCCC4)n(CCc4c[nH]c5ccc(OC)cc45)c3C[C@H]2CN1C(=O)c1ccccc1,11,-1,0,-6,-9,-3,i,10,20,.
